# Source: PubChem (several laboratories)
# NPR2 activator: GC-B (human) receptor activation; P20594; HEK293-GC-B cells, CNP EC30, cGMP TR-FRET; 0% at EC30 CNP, 100% saturating CNP; activation, % at 10 µM; 370,000 tested, 0.11% active; AID 1920062;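 active means activation at 10 µM reaching about 35% in either raw or pattern-adjusted values, limit read from the data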
# Tn6 DDE FP: inhibitors of Tn6 peptide binding to human fibrin DD(E); P02675; Fibrin DD(E) TRITC-Tn6 fluorescence polarization displacement; inhibition, % at 8.3 µM; 370,000 tested, 0.21% active; AID 720509;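 active means inhibition above a per-campaign cutoff: mean of compounds within control limits plus 3 SD, cut at about 15% in these data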;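 further: 0% = median of all compound wells on the plate and 100% = blocking peptide control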
# sPLA2-III inh: Blocks human group III sPLA2 activity. Q9NZ20. QFRET BODIPY PC-A2 liposome hydrolysis, fluorescence. inhibition, % at 12.2 µM. 370,000 tested, 0.56% active;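 active means inhibition above mean plus 3 SD of compounds lying within the high and low control bounds, cut at about 19% in these data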;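 further: 0% = median of test compound wells and 100% = no enzyme DMSO wells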
# Target sequence (Q9NZ20 whole entry, looked up): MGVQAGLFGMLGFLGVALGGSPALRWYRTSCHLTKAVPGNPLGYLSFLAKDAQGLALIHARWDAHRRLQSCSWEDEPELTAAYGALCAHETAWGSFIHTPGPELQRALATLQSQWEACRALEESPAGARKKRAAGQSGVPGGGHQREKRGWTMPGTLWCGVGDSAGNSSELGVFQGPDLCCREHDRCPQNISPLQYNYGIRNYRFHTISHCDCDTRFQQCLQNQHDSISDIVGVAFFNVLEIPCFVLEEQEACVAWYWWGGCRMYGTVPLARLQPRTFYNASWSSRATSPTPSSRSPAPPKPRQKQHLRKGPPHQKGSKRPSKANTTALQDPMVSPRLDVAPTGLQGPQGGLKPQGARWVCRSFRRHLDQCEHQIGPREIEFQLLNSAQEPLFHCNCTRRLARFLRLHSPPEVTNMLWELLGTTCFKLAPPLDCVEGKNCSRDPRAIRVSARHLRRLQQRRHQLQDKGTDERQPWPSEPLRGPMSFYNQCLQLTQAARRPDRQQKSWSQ
# ADAM10 inh: inhibitors of human ADAM10. O14672. recombinant ADAM10, EDANS/DABCYL FRET peptide cleavage, 3 h. inhibition, % at 7 µM. 370,000 tested, 0.62% active;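 active means inhibition above a per-campaign cutoff equal to the mean of compounds falling between control-based bounds plus 3 SD, cut at about 20% in these data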;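 further: 0% = DMSO wells while the 100% control is not disclosed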
# Target sequence (O14672 214-748 limits assumed): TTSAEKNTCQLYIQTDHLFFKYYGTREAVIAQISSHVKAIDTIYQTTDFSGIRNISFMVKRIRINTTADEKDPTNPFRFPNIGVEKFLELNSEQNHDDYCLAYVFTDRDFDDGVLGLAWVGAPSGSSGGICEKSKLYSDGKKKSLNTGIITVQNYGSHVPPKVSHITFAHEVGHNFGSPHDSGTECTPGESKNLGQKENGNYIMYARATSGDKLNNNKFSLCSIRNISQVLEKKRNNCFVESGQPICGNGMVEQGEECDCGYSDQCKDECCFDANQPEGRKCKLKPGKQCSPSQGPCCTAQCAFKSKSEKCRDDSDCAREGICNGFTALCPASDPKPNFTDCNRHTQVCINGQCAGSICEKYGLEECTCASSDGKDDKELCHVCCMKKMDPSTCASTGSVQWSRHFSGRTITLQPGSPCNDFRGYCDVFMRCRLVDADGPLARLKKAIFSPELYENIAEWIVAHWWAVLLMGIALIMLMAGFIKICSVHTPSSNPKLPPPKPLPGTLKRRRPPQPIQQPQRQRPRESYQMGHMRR
# proKLK7 act: activates the human kallikrein-7 zymogen; 370,000 tested, 0.9% active; P49862; activation, % at 7 µM; purified proKLK7, EDANS-DABCYL substrate fluorescence; 100% is mature enzyme control, 0% vehicle;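 active means activation above the mean of all tested compounds plus 3 SD, computed per campaign excluding outliers beyond control limits, cut at about 13% in these data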
# NPR1 activator: GC-A (human) enzyme activation. 370,000 tested, 0.14% active. activation, % at 10 µM. AID 1671463. P16066. HEK293 GC-A cells, cGMP TR-FRET, EC30 ANP; 0% at EC30 ANP, 100% saturating ANP; in the data active means activation above about 40%
# FXN GAA850 act: increases GAA850 frataxin promoter reporter activity; activation, % at 6 µM; 360,000 tested, 0.56% active; HEK293 lucGAA850 FXN promoter luciferase reporter, 24 h; percent of 10 µM SAHA response; AID 540364;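 active means activation above the average of all compounds screened plus 3 SD, cutoff fixed separately per campaign, cut at about 7.5% in these data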;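 further: 0% = DMSO wells and 100% = 10 µM SAHA wells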
# rCAG binder: binds r(CAG) RNA repeats; r(CAG) RNA repeat, TO-PRO-1 dye displacement fluorescence; inhibition, % at 3 µM; 370,000 tested, 1.3% active; AID 651821;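 active means inhibition above the plate cutoff, the mean of all test compounds on that plate plus 3 SD, cut at about 35% in these data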;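 further: 0% = DMSO alone and 100% = 100 µM mitoxantrone as full dye displacement; higher means more dye released from RNA so lower well fluorescence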
# ARFGAP1 inhibitor: inhibitors of rat ARFGAP1. Arfgap1-stimulated ARF1 GTP hydrolysis, GDP FP detection. inhibition, % at 16.5 µM. 360,000 tested, 0.26% active;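 active means inhibition above a per-plate limit, mean inhibition of low control wells plus 3 SD, cut at about 25% in these data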;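 further: 0% = DMSO wells with enzyme and 100% = wells lacking Arfgap1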
#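 material = rat Arfgap1 catalytic domain, aa 1-136 | also added = human ARF1(Δ1-17)-GTP substrate | compound dosing = one concentration, 16.5 µM, DMSO 1.26% | times = GTP hydrolysis reaction 2 h at 25 °C | measured by = FP, GDP Alexa 633 tracer displaced from anti-GDP antibody, 620/688 nm | evaluation = percent inhibition of Arfgap1-stimulated GTP hydrolysis | replication = single well per compound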
# ASAP1 inh: ASAP1 ArfGAP inhibition | 360,000 tested, 0.19% active | ASAP1-stimulated ARF1 GTP hydrolysis, GDP FP detection | inhibition, % at 16.5 µM | Q9ULH1 | AID 624377; in the data active means inhibition above about 25%;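 further: 0% = vehicle with enzyme and substrate and 100% = no enzyme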
# An asterisk follows results filed as active; · = no result given. An unsorted share of the library, and some 4.5% of all compounds hit somewhere here.
SMILES,NPR2 activator,Tn6 DDE FP,sPLA2-III inh,ADAM10 inh,proKLK7 act,NPR1 activator,FXN GAA850 act,rCAG binder,ARFGAP1 inhibitor,ASAP1 inh
Cc1ccc(/C=C/C(=O)c2cc(Br)ccc2OC(=O)c2ccco2)cc1,-5,0,-14,6,0.6,-6,5.6,4,0,-13
O=C(CSc1ccccc1)Nc1ccc2sccc2c1,2,3,-14,9,0.1,-1,1.8,4,-8,1
CC(C)CC1C(C#N)=C(N)Oc2n[nH]c(-c3ccccc3)c21 (configuration not stated),1,-4,-12,-63,-1.2,-5,-1.6,4,3,7
COc1cc(/C=N/NC(=O)c2cc(C)n(-c3ccc(F)cc3)c2C)cc(OC)c1O,1,2,-2,-8,-2.1,0,-1.2,8,-5,17
CCCCn1c(=O)c2ccccc2c2ccccc2c1=O,-2,3,2,4,0.5,-1,-0.6,5,-2,7
CC[C@]12c3[nH]c4ccccc4c3CCN1C(=O)C(CC(=O)NCCCN(C)C)C[C@@H]2C(=O)N1CCN(C(=O)C2CC2)CC1 (some centres not stated),-1,-4,11,-7,-0.7,-1,2.1,1,4,-5
O=c1[nH]c(CN2CCN(c3ccccc3)CC2)nc2scc(-c3ccccc3)c12,-6,-5,-10,-3,-2.7,-3,1.7,4,-7,9
O=C(Nc1cccnc1)C1CCCN(S(=O)(=O)c2cccc3nsnc23)C1 (configuration not stated),2,5,0,3,-0.5,-6,-0.8,-2,0,-10
Cc1ccc(C(=O)OCC(=O)NC(C)C)cc1S(=O)(=O)N1CCOCC1,4,-5,0,1,0.0,-1,-0.5,-3,-1,8
COc1cc(C2C(C(=O)c3cccs3)=C(O)C(=O)N2Cc2ccco2)cc(OC)c1OC (configuration not stated),3,3,-3,6,-0.3,5,1.0,4,-1,-9
COCCNC(=O)CN1C(=O)COc2ccc(Cl)cc21,0,3,0,0,-0.2,1,0.7,0,-1,-1
COCOc1cccc(CN2CCC2(C)C(=O)Nc2ccc(OC)c(OC)c2)c1 (configuration not stated),1,3,14,-6,-1.1,0,1.1,-2,-6,-3
CCOn1c(=O)c(C)[n+]([O-])c2ccccc21,-1,-7,8,-36,1.0,5,-0.5,3,0,7
COc1ccc(Cl)cc1Nc1nc(N)c2ccccc2n1,-14,1,-7,2,-0.2,-5,0.9,23,9,6
O=C(NCCC1CCCCN1S(=O)(=O)c1ccccc1)C(=O)NCc1ccc(F)cc1 (configuration not stated),2,1,-4,3,0.0,2,0.2,-5,7,-10
Cc1ccnc(NS(=O)(=O)c2ccc(NC(=O)/C=C/c3cccs3)cc2)n1,-2,9,-6,-11,0.0,-1,1.9,9,-4,10
Cc1cc(C)n(-c2cc(Cl)ccc2[N+](=O)[O-])n1,2,-1,0,-4,0.2,1,-0.1,1,1,8
COc1ccc(NC(=O)c2sc3nc(C)cc(C)c3c2N)c(OC)c1,-8,0,3,-8,0.1,0,0.4,1,10,-6
Cc1ccc(Cl)cc1NC(=O)C1CCCCC1C(=O)O (configuration not stated),-1,3,1,-3,15*,0,0.1,0,1,-9
c1ccc(SC23CC4CC(CC(C4)C2)C3)nc1,10,-5,17,-22,0.3,-2,-0.3,2,19,-10
COC(=O)c1ccc(NC(=O)CN2CCC(NC(=O)c3ccco3)CC2)cc1,-3,9,-2,3,-0.3,-4,1.0,-7,-6,3
COc1ccccc1OCc1cc(C(=O)N2CC3C[C@@H]4CC2C[C@H](C3)C4)no1,-1,5,-8,-5,0.4,2,3.2,-4,-10,0
CCCCCCC(=O)Nc1nc(C)c(-c2csc(Nc3cc(OC)ccc3OC)n2)s1,1,-11,-9,-4,-0.2,-4,-2.6,32,21,7
O=C1CC(NS(=O)(=O)c2ccc([N+](=O)[O-])cc2)CN1c1cccc(F)c1 (configuration not stated),-2,-3,-6,4,0.4,0,0.3,1,3,7
Cc1noc(C)c1C(=O)NNc1ccc(C(C)C)cc1,0,5,6,-3,0.3,1,1.1,1,1,-8

# Fetched by compound from the list above:
SMILES,NPR2 activator,Tn6 DDE FP,sPLA2-III inh,ADAM10 inh,proKLK7 act,NPR1 activator,FXN GAA850 act,rCAG binder,ARFGAP1 inhibitor,ASAP1 inh
Cc1noc(C)c1C(=O)NNc1ccc(C(C)C)cc1,0,5,6,-3,0.3,1,1.1,1,1,-8
COc1ccccc1OCc1cc(C(=O)N2CC3C[C@@H]4CC2C[C@H](C3)C4)no1,-1,5,-8,-5,0.4,2,3.2,-4,-10,0
CCCCn1c(=O)c2ccccc2c2ccccc2c1=O,-2,3,2,4,0.5,-1,-0.6,5,-2,7
Cc1ccc(Cl)cc1NC(=O)C1CCCCC1C(=O)O (configuration not stated),-1,3,1,-3,15*,0,0.1,0,1,-9
O=c1[nH]c(CN2CCN(c3ccccc3)CC2)nc2scc(-c3ccccc3)c12,-6,-5,-10,-3,-2.7,-3,1.7,4,-7,9
c1ccc(SC23CC4CC(CC(C4)C2)C3)nc1,10,-5,17,-22,0.3,-2,-0.3,2,19,-10

# (list continues)
SMILES,NPR2 activator,Tn6 DDE FP,sPLA2-III inh,ADAM10 inh,proKLK7 act,NPR1 activator,FXN GAA850 act,rCAG binder,ARFGAP1 inhibitor,ASAP1 inh
CCOC(=O)C1(C)CCCN1C(=O)c1cccs1 (configuration not stated),0,12,-2,-1,-0.5,-3,0.2,0,3,16
N=C(N)SCCc1cnc[nH]1,6,4,1,-3,0.0,3,-0.9,1,3,1
CCOc1ccccc1CNC(CC)CO (configuration not stated),-8,3,2,6,-0.7,-1,1.2,0,6,0
O=C(CSCC(=O)N1CCCCC1)Nc1nc(-c2ccc(Cl)s2)cs1,-2,0,-6,-28,6.6,43*,1.9,7,-9,4
Cc1c(C(=O)Nc2cc(F)ccc2F)sc2nc3n(c(=O)c12)CCCCC3,-2,-1,3,12,0.8,3,2.1,1,1,1
C/C(=N\Nc1ccccc1C)c1cccnc1,2,-2,-1,-2,-0.1,-3,-0.4,3,0,-5
O=C(NNS(=O)(=O)c1ccccc1[N+](=O)[O-])c1ccccc1Cl,1,0,5,1,-0.5,-1,-2.1,2,3,-7
O=C(CN1C(=O)c2ccc([N+](=O)[O-])cc2C1=O)Nc1nnc(C2CC2)s1,6,-1,13,-18,-0.5,6,1.4,10,-6,2
NS(=O)(=O)c1ccc(NC(=O)COC(=O)Cn2cnc3ccccc3c2=O)cc1,6,9,17,-9,-0.6,-1,0.7,3,-4,-4
COc1ccc(C(CNC(=O)c2cc3ccccc3cc2O)N2CCOCC2)cc1 (configuration not stated),1,-5,-47,-23,-13,-2,-2.4,10,6,-2
Cn1c(SCC(=O)NC2CCCC2)nnc1C(F)(F)F,1,2,8,-17,0.1,1,0.6,0,3,-1
Cn1c(SCC(=O)NCC2COc3ccccc3O2)nnc1C(F)(F)F (configuration not stated),-4,-5,1,-5,-0.3,3,0.7,0,-13,-6
COc1ccc(C(=O)OCC(=O)NC2CC2)cc1S(=O)(=O)N1CCOCC1,3,7,0,8,-0.4,-4,-0.6,1,-8,0
Nc1ccc(CCn2ccnc2)cc1,1,1,-4,-2,0.5,5,1.0,-2,-13,-12
CCN(CC)C(=O)CC[C@@H]1CC[C@]2(CCCN(Cc3ccc(Br)cc3)C2)O1,-8,2,1,-2,-0.2,-3,·,-3,·,·
O=C(Nc1nncs1)C1CC(=O)N(C2CCCC2)C1 (configuration not stated),7,1,5,-11,-0.9,1,0.8,-2,-5,4
COC(C(=O)NCc1ccc(C)cc1)c1ccccc1 (configuration not stated),12,3,1,-1,-0.3,0,4.1,-2,-5,8
CC(=O)NCCCNS(=O)(=O)c1ccc(C)cc1,1,2,3,0,-0.1,3,4.5,1,6,3
COC(=O)c1cccc(NC(=O)c2onc3c2CCCC3)c1,2,1,11,-5,-0.4,0,2.4,-1,4,-1
O=C(N/C(=C\c1cccs1)C(=O)N1CCCCCC1)c1ccccc1,-4,0,2,1,-0.1,0,2.2,1,-1,7
COc1ccc(CC(NC(C)=O)C(=O)NC2CCN(c3nc(C)cc(C)c3C#N)CC2)c(OC)c1 (configuration not stated),-1,-3,-3,-45,-0.7,-1,-0.1,-8,-4,2
O=C(Nc1ccc(N2CCOCC2)cc1)c1ccc([N+](=O)[O-])cc1,-3,-2,2,-2,0.2,-3,2.1,-4,-3,-3
OC[C@@H]1CN(C2CCCC2)C[C@H](n2cnc3c(NC4CC4)ncnc32)O1,-5,8,3,-9,0.1,4,1.7,-1,13,6
CN1C(=O)C(C)(C)c2cc(S(=O)(=O)NCC3CCC(C(=O)NCc4ccccc4)CC3)ccc21 (configuration not stated),-3,2,-11,-5,0.4,-3,-3.0,0,-5,0
O=C(Cc1n[nH]c(=O)c2ccccc12)Nc1cccc(S(=O)(=O)N2CCCCCC2)c1,7,1,-11,4,-0.1,1,1.8,3,8,1
CC(C)C[C@H]1CN=C(N(C)C)N1CCc1cccc(F)c1,-5,2,-3,1,-0.4,0,-0.5,3,-4,-11
Cn1cccc1CNCc1ccc(F)cc1,3,-4,1,7,0.1,5,-2.1,1,6,-2
O=C(O)CCCNc1ccc(S(=O)(=O)N2CCCCC2)cc1,2,-4,7,-11,-0.3,1,-0.1,1,14,8
CN(c1ccc(C(=O)Nc2ccccc2C(=O)N2CCCC2)cc1)S(C)(=O)=O,2,-6,3,-5,-0.4,3,-0.6,-6,11,10
COc1ccc(OC)c(C2=NOC(C(=O)NCc3cccs3)C2)c1 (configuration not stated),-8,-5,-1,-15,-0.3,-4,-0.8,-5,-8,-4

# Part of the list above, with tabs.
compound	NPR2 activator	Tn6 DDE FP	sPLA2-III inh	ADAM10 inh	proKLK7 act	NPR1 activator	FXN GAA850 act	rCAG binder	ARFGAP1 inhibitor	ASAP1 inh
O=C(N/C(=C\c1cccs1)C(=O)N1CCCCCC1)c1ccccc1	-4	0	2	1	-0.1	0	2.2	1	-1	7
COc1ccc(CC(NC(C)=O)C(=O)NC2CCN(c3nc(C)cc(C)c3C#N)CC2)c(OC)c1 (configuration not stated)	-1	-3	-3	-45	-0.7	-1	-0.1	-8	-4	2
O=C(Nc1ccc(N2CCOCC2)cc1)c1ccc([N+](=O)[O-])cc1	-3	-2	2	-2	0.2	-3	2.1	-4	-3	-3
